High-throughput results: PubChem, National Center for Advancing Translational Sciences (NCATS)
DRD3 agonist = D3 dopamine receptor (human) agonism. hit rate 0.58% among 410,000. max activation, %. D3R DiscoveRx beta-arrestin cells, luminescence, 90 min. AID 652048; in the data active means max activation above about 30%; further: 0% is about no effect; mostly tested at two doses, the higher about 12 µM
Target sequence (P35462 whole entry, looked up): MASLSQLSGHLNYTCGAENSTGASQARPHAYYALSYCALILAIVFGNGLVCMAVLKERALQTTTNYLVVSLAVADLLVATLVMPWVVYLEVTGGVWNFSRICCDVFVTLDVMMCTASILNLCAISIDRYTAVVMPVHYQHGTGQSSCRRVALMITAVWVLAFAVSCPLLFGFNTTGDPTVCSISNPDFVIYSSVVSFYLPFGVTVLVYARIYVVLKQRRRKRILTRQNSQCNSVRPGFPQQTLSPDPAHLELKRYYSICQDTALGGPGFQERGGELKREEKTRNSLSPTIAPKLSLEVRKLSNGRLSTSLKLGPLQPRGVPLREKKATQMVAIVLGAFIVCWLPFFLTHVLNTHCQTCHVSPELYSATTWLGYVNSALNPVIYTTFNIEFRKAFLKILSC
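Agonist-mode cell screen: cells plated at 1500/well and incubated overnight at 37 °C, then exposed to library compounds for 90 min at 37 °C. Detection reagent was added for 30–60 min at room temperature, and luminescence was read.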
DRD3 antagonist = blocks the human D3 dopamine receptor; P35462; D3R cells, DiscoveRx beta-arrestin luminescence, antagonist mode; hits give low values; max response, negative = inhibition, %; hit rate 2.5% among 360,000; AID 652054; in the data active means max response below about -50%; inconclusive means no clear call, values can overlap the other calls; further: on the % scale 0 is the no-effect control and ±100 the full control effect; mostly tested at two doses, the higher about 12 µM
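Cells plated overnight at 1500 cells/well, then exposed to library compounds with dopamine controls for 90 minutes at 37 degrees C. DiscoveRx reagent added for 30–60 minutes at room temperature; luminescence read, quantitative HTS format.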
TDP43 rescue = TDP-43 toxicity inhibition in yeast; TDP-43 expressing yeast growth rescue, BacTiter-Glo, 24 h; Potency, µM (series often up to 46.1 µM), without a hit: at the highest dose growth rescue (activation), usual class: activators; hit rate 1.8% among 410,000; AID 652104; further: potency means the concentration at half of the fitted maximal effect; % of control where 0% means no effect; nearly all actives have a fitted effect of over 50% in size
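Galactose-induced TDP-43 yeast, OD600=0.02, compound pinned; 24 hr, 30 deg C; BacTiter-Glo luminescence for growth. Inhibitors of TDP-43 toxicity read as activators.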
EPAC2 agonist = activates human EPAC2 exchange factor. Q8WZA2. EPAC2 activation, biochemical qHTS; response scale: 100% = 6.5 mM cAMP response. Potency, µM (series often up to 154 µM), for the others: top-dose activation, usual class: activators. hit rate 0.079% among 360,000. AID 720711; further: potency means the concentration at half of the fitted maximal effect; nearly all actives have a fitted effect of over 50% in size
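Setup: EPAC2 100 nM, labeled Rap1B complex 250 nM, free GDP 50 uM. Compound titrations pinned in, brief spin, 5 min room temperature incubation. Kinetic fluorescence read over 30 min, normalized to 6.5 mM cAMP.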
Abeta yeast res = A-beta toxicity reversal in yeast. yeast expressing A-beta42, growth rescue, OD600, 48 h; response scale: 0% DMSO, 100% iron-clioquinol control. hit rate 0.063% among 410,000. Potency, µM (doses to about 46.1 µM), for the others: at the top dose growth rescue, most hits filed as activators; further: potency means the concentration at half of the fitted maximal effect; nearly all actives have a fitted effect of over 55% in size
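Growth rescue measured by 600 nm absorbance after 48 h yeast culture at 30 C with compound. Values normalized between DMSO and an equimolar ferric chloride plus clioquinol control.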
EPAC2 antagonist = antagonists of human EPAC2; EPAC2 GEF exchange of Rap1B-BODIPY-GDP, fluorescence; Q8WZA2; hit rate 0.18% among 360,000; AID 720708; Potency, µM (doses to about 114 µM), for inactives: at the highest dose activity, negative = inhibition, usual class: inhibitors; further: potency means the concentration at half of the fitted maximal effect; on the % scale 0 is the no-effect control and ±100 the full control effect; nearly all actives have a fitted effect of over 45% in size; many of its hits are not listed in these tables
aSyn yeast inh = inhibitors of alpha-synuclein toxicity in yeast | Yeast expressing alpha-synuclein, growth rescue, BacTiter-Glo, 24 h | Potency, µM (top dose mostly 46.1 µM), inactives show top-dose growth rescue (activation), hits mostly activators | hit rate 0.14% among 370,000; further: potency means the concentration at half of the fitted maximal effect; % of control where 0% means no effect; nearly all actives have a fitted effect of over 65% in size
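Readout is rescue of growth in alpha-synuclein-expressing yeast, so inhibitors of toxicity appear as activators. Growth after 24 hr at 30 deg C in galactose medium is quantified by luminescence.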
FUS suppressor = suppressors of FUS proteinopathy in yeast | S. cerevisiae FUS-expressing, growth rescue, OD600, 24 h | Potency, µM (doses to about 76.6 µM), inactives show top-dose growth rescue (activation), most hits filed as activators | hit rate 0.24% among 390,000 | AID 1347120;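 further: potency means the concentration at half of the fitted maximal effect; plate controls were DMSO vehicle for no effect and reference control for full effect; nearly all actives have a fitted effect of over 55% in size; some results filed as inactive show a strong effect at the top dose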
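Galactose (2%) drives FUS expression in yeast precultured in raffinose; seeding density OD 0.005. Test compounds incubated 24hr at 30C and 99% humidity before absorbance at 600 nm was measured.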
* hit, by the source's call; [ ] = dose if it differs, or a comment. Unless noted, the call rests on the fitted dose curve; in most records, active means well fitted curve in the direction sought with a large enough effect; inconclusive means small, poorly fitted or top-dose-only effect, or another doubt; inactive means no such curve, though single readings can be large; an effect the other way counts as inactive or inconclusive. Only part of the results is shown; rates above refer to the full screens.

Results for CCOC(=O)N1CCN(C(=O)COc2cccc3c2CCN(Cc2ccc(F)cc2)C3=O)CC1 ?
DRD3 agonist: 3; DRD3 antagonist: 31; TDP43 rescue: 18%; EPAC2 agonist: 2%; Abeta yeast res: 20%; EPAC2 antagonist: -1%; aSyn yeast inh: 2%; FUS suppressor: 15%

How did CN1CCN(C(=O)CCc2nc3ccccc3n2-c2ccccc2)CC1 do in these assays?
DRD3 agonist: -2; DRD3 antagonist: 26; TDP43 rescue: 4%; EPAC2 agonist: -2%; Abeta yeast res: -2%; EPAC2 antagonist: -6%; aSyn yeast inh: -1%

Results for COc1ccc(Cc2nnc(SCc3ccc([N+](=O)[O-])cc3)o2)cc1 ?
DRD3 agonist: -5; DRD3 antagonist: -12; TDP43 rescue: 18µM*; EPAC2 agonist: 5%; Abeta yeast res: 15%; EPAC2 antagonist: -4%; aSyn yeast inh: 7%; FUS suppressor: 7%

What do the screens show for `N#Cc1c(NCc2ccccc2)ccnc1Cl`?
DRD3 agonist: 16; DRD3 antagonist: 17; TDP43 rescue: 14µM*; EPAC2 agonist: 3%; Abeta yeast res: 1%; EPAC2 antagonist: 4%; aSyn yeast inh: 15%; FUS suppressor: -24%

Results for Cc1nn(-c2ccccc2)c(OC(=O)C(C)C)c1Sc1ccccc1 ?
DRD3 agonist: -11; TDP43 rescue: inconclusive; Abeta yeast res: 11%; FUS suppressor: -14%

Results for CN(C)CCC1(c2ccccc2)CCN(C)C1=O (stereo not given) ?
DRD3 agonist: -2; DRD3 antagonist: inconclusive; TDP43 rescue: -3%; EPAC2 agonist: 2%; Abeta yeast res: -6%; EPAC2 antagonist: -3%; aSyn yeast inh: -2%; FUS suppressor: -28%

Results for CCNC(=S)NNC(=O)c1ccc(=O)n(Cc2ccccc2)c1 ?
DRD3 agonist: 6; DRD3 antagonist: 1; TDP43 rescue: 10%; EPAC2 agonist: 5%; Abeta yeast res: 0%; EPAC2 antagonist: -6%; aSyn yeast inh: 0%; FUS suppressor: -16%

What do the screens show for `CN(CC(=O)Nc1ccc(F)cc1)C(=O)COC(=O)c1ccc(-c2ccccc2)cc1`?
DRD3 agonist: 1; DRD3 antagonist: 10; TDP43 rescue: 22%; EPAC2 agonist: -1%; Abeta yeast res: inconclusive; EPAC2 antagonist: 2%; aSyn yeast inh: 12%; FUS suppressor: -3%

Results for Cc1cccc(N2CCN(Cc3ccc(Br)o3)CC2)c1C ?
DRD3 agonist: -26; DRD3 antagonist: -56*; TDP43 rescue: 11%; EPAC2 agonist: 16%; Abeta yeast res: 11%; EPAC2 antagonist: -18%; aSyn yeast inh: 1%; FUS suppressor: -1%

Results for COc1ccc(S(=O)(=O)Nc2ccc3c(c2)C(=O)N([C@H](C)CO)C[C@H](C)[C@H](CN(C)Cc2ccc(C(=O)O)cc2)O3)cc1 ?
DRD3 agonist: -19; DRD3 antagonist: -16; TDP43 rescue: -3%; EPAC2 agonist: 5%; Abeta yeast res: -8%; EPAC2 antagonist: -1%; aSyn yeast inh: -3%; FUS suppressor: -14%

How did COc1ccc(CC2(CO)CCN(Cc3cc4ccccc4o3)CC2)cc1 do in these assays?
DRD3 agonist: 25; DRD3 antagonist: -56*; TDP43 rescue: -1%; EPAC2 agonist: 1%; Abeta yeast res: 1%; EPAC2 antagonist: 1%; aSyn yeast inh: -2%; FUS suppressor: -13%

How did CCSC(C)CC1CC(=O)CC(=O)C1 (stereo not given) do in these assays?
DRD3 agonist: 10; DRD3 antagonist: 24; TDP43 rescue: -2%; EPAC2 agonist: -24%; Abeta yeast res: 4%; EPAC2 antagonist: 3%; aSyn yeast inh: -3%; FUS suppressor: -1%

Results for O=C(NCCn1ccc2ccccc21)c1cccc([N+](=O)[O-])c1 ?
DRD3 agonist: 2; DRD3 antagonist: 2; TDP43 rescue: inconclusive; EPAC2 agonist: 4%; Abeta yeast res: 1%; EPAC2 antagonist: -1%; aSyn yeast inh: -1%; FUS suppressor: 11%

What do the screens show for `COc1ccc(CNC(=O)C(C)OC(=O)CCN2C(=O)C3CC=CCC3C2=O)cc1` (stereo not given)?
DRD3 agonist: -11; DRD3 antagonist: -7; TDP43 rescue: 17%; EPAC2 agonist: 0%; Abeta yeast res: 4%; EPAC2 antagonist: 2%; aSyn yeast inh: 0%; FUS suppressor: 17%

Results for C=CCn1c(SCC(=O)Nc2ccc(F)cc2)nnc1-c1cnccn1 ?
DRD3 agonist: 1; DRD3 antagonist: -14; TDP43 rescue: -7%; EPAC2 agonist: 8%; Abeta yeast res: 5%; EPAC2 antagonist: -11%; aSyn yeast inh: -7%; FUS suppressor: 12%

How did O=C(Nc1ccc(S(=O)(=O)C(F)F)cc1)c1ccc2c(=O)n3c(nc2c1)CCC3 do in these assays?
DRD3 agonist: -3; DRD3 antagonist: 12; TDP43 rescue: -21%; EPAC2 agonist: 4%; Abeta yeast res: -2%; EPAC2 antagonist: 22%; aSyn yeast inh: -7%; FUS suppressor: 7%

How did O=C(CSc1cn(CCNC(=O)c2cccs2)c2ccccc12)NCc1ccccc1 do in these assays?
DRD3 agonist: -2; DRD3 antagonist: 11; TDP43 rescue: 0%; EPAC2 agonist: -4%; Abeta yeast res: 11%; EPAC2 antagonist: 4%; aSyn yeast inh: 2%; FUS suppressor: -15%

How did CCC1(C)Cc2c(sc3nc(SCC(=O)c4ccccc4)[nH]c(=O)c23)CO1 (stereo not given) do in these assays?
DRD3 agonist: -5; DRD3 antagonist: 2; TDP43 rescue: -7%; EPAC2 agonist: -16%; Abeta yeast res: -6%; EPAC2 antagonist: -23%; aSyn yeast inh: -3%; FUS suppressor: 1%

How did Cn1cc(C(=O)c2cccc(Cl)c2)cc1/C=N\O do in these assays?
DRD3 agonist: -19; DRD3 antagonist: -9; TDP43 rescue: 2%; EPAC2 agonist: 4%; Abeta yeast res: -6%; EPAC2 antagonist: 1%; aSyn yeast inh: 2%; FUS suppressor: 16%

How did Cc1nn(C(=O)c2cccnc2)c(C)c1C do in these assays?
DRD3 agonist: 2; DRD3 antagonist: 12; TDP43 rescue: 4%; EPAC2 agonist: 0%; Abeta yeast res: 2%; EPAC2 antagonist: 11%[57.1 µM]; aSyn yeast inh: -2%; FUS suppressor: 12%

Results for CC(=O)Nc1cccc(-n2cc3c(c2-c2ccccc2Cl)c(=O)n(C)c(=O)n3C)c1 ?
DRD3 agonist: 8; TDP43 rescue: 7%; Abeta yeast res: -6%; FUS suppressor: 4%

What do the screens show for `O=C(CSc1nnc(NC(=O)C2CC2)s1)Nc1ccc(F)cc1`?
DRD3 agonist: -3; DRD3 antagonist: 3; TDP43 rescue: 5%; EPAC2 agonist: 0%; Abeta yeast res: 7%; EPAC2 antagonist: -12%; aSyn yeast inh: 3%; FUS suppressor: -9%

How did CCOc1cc(C(=O)Nc2ccc3nc(N4CCN(C)CC4)cc(C)c3c2)cc(OCC)c1OCC do in these assays?
DRD3 agonist: -23; TDP43 rescue: -2%; Abeta yeast res: 10%; FUS suppressor: inconclusive

What do the screens show for `Nc1nc(SCc2ccccc2)cc(SCc2ccccc2)n1`?
DRD3 agonist: 16; DRD3 antagonist: -18; TDP43 rescue: -5%; EPAC2 agonist: 18%; Abeta yeast res: 5%; EPAC2 antagonist: -15%; aSyn yeast inh: 7%; FUS suppressor: -31%

What do the screens show for `O=C(Nc1cccc(C(=O)O)c1)/C(=C/c1ccccc1)NC(=O)c1cccc(Br)c1`?
DRD3 agonist: -10; DRD3 antagonist: 24; TDP43 rescue: 23%; EPAC2 agonist: -2%; Abeta yeast res: -6%; EPAC2 antagonist: -5%; aSyn yeast inh: 9%; FUS suppressor: 5%

What do the screens show for `CS(=O)(=O)N1CCC(C(=O)Nc2ccc(F)c(Cl)c2)CC1`?
DRD3 agonist: 2; DRD3 antagonist: 1; TDP43 rescue: 11%; EPAC2 agonist: 10%; Abeta yeast res: 21%; EPAC2 antagonist: -3%; aSyn yeast inh: 0%; FUS suppressor: 16%

What do the screens show for `CCOC(=O)c1cc2sccc2n1CCCN1C(=O)c2ccccc2C1=O`?
DRD3 agonist: 15; DRD3 antagonist: 12; TDP43 rescue: 8%; EPAC2 agonist: 15%; Abeta yeast res: -3%; EPAC2 antagonist: -10%; aSyn yeast inh: inconclusive; FUS suppressor: 39%

How did CCOC(=O)c1ccc2c(c1)nc(COc1ccc(OC)cc1)n2CC do in these assays?
DRD3 agonist: 2; DRD3 antagonist: 17; TDP43 rescue: 19%; EPAC2 agonist: -1%; Abeta yeast res: -7%; EPAC2 antagonist: -1%; aSyn yeast inh: 22%; FUS suppressor: 27%

How did COc1ccc(CCNC(=O)CN2C(=O)COc3ccccc32)cc1OC do in these assays?
DRD3 agonist: -4; TDP43 rescue: -17%; Abeta yeast res: -6%; FUS suppressor: 10%

What do the screens show for `CC(NC(=O)CN1CCC(C(N)=O)CC1)c1ccccc1` (stereo not given)?
DRD3 agonist: 3; DRD3 antagonist: 10; TDP43 rescue: 14%; EPAC2 agonist: 3%; Abeta yeast res: 19%; EPAC2 antagonist: -3%; aSyn yeast inh: 3%; FUS suppressor: -10%

What do the screens show for `Cc1cc(C)n(CCCNC(=O)c2cc(COc3ccc(C)c(C)c3)on2)n1`?
DRD3 agonist: 4; DRD3 antagonist: 9; TDP43 rescue: 27%; EPAC2 agonist: -3%; Abeta yeast res: 7%; EPAC2 antagonist: -1%; aSyn yeast inh: 2%; FUS suppressor: 24%

How did N#C/C(=C\c1c(N2CCC(C(N)=O)CC2)nc2ccccn2c1=O)S(=O)(=O)c1ccccc1 do in these assays?
DRD3 agonist: -5; DRD3 antagonist: -7; TDP43 rescue: 5%; EPAC2 agonist: -12%; Abeta yeast res: -9%; EPAC2 antagonist: 10%; aSyn yeast inh: 8%; FUS suppressor: 21%

Results for COc1ccc(NC(=O)CN2CCC(C(=O)c3ccc(C)cc3)CC2)c(OC)c1 ?
DRD3 agonist: -19; DRD3 antagonist: -71*; TDP43 rescue: 0%; EPAC2 agonist: 10%; Abeta yeast res: -14%; EPAC2 antagonist: -15%; aSyn yeast inh: 2%; FUS suppressor: 5%

Reprinted from the results shown, two compounds:
What do the screens show for `CCOC(=O)c1cc2sccc2n1CCCN1C(=O)c2ccccc2C1=O`?
DRD3 agonist: 15; DRD3 antagonist: 12; TDP43 rescue: 8%; EPAC2 agonist: 15%; Abeta yeast res: -3%; EPAC2 antagonist: -10%; aSyn yeast inh: inconclusive; FUS suppressor: 39%

How did CCOC(=O)c1ccc2c(c1)nc(COc1ccc(OC)cc1)n2CC do in these assays?
DRD3 agonist: 2; DRD3 antagonist: 17; TDP43 rescue: 19%; EPAC2 agonist: -1%; Abeta yeast res: -7%; EPAC2 antagonist: -1%; aSyn yeast inh: 22%; FUS suppressor: 27%
